IDH1 R132H inh = blocks human mutant IDH1 R132H enzyme | O75874 | IDH1-R132H enzyme, NADPH consumption, diaphorase/resazurin fluorescence | Potency, µM (highest dose often 76.6 µM), without a hit: at the highest dose activity change, negative = inhibition, most hits filed as inhibitors | hit rate 0.093% among 390,000 | AID 602179; further: potency means the concentration at half of the fitted maximal effect; on the % scale 0 is the no-effect control and ±100 the full control effect; nearly all actives have a fitted effect of over 65% in size
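IDH1-R132H (0.5 ug/mL dispensed) in pH 7.5 Tris buffer was preincubated 30 min with compound, then given a substrate mix of 0.016 mM NADPH and 2 mM alpha-KG for 80 min at room temperature; remaining NADPH was read by diaphorase/resazurin fluorescence.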
TrxR1 substrate = substrates of rat thioredoxin reductase 1; AID 588456; purified TrxR1 substrate turnover, NADPH consumption readout; Potency, µM (top dose mostly 114 µM), for inactives: at the top dose activity change, negative = substrate turnover; O89049; hit rate 0.01% among 390,000; further: potency means the concentration at half of the fitted maximal effect; on the % scale 0 is the no-effect control and ±100 the full control effect; nearly all actives have a fitted effect of over 50% in size
Target sequence (O89049 whole entry, looked up): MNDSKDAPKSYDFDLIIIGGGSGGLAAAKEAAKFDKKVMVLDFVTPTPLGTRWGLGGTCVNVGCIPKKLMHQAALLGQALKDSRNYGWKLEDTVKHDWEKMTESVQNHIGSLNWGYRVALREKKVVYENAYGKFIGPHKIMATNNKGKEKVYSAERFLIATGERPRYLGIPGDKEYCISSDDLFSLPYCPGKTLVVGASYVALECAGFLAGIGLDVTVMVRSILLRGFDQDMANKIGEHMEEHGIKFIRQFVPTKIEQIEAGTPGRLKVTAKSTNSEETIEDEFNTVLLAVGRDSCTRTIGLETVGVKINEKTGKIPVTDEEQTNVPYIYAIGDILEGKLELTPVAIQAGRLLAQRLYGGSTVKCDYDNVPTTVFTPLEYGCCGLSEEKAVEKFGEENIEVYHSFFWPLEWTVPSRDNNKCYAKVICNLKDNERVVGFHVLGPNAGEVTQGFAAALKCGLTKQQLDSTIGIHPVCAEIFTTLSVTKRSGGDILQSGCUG
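Rat TrxR1, dispensed at 90 nM, was prereduced with 400 uM NADPH (final) for 5 min at ~22 deg C, then incubated with compound 15 min before 400 uM selenite. A first-read NADPH fluorescence drop versus no-compound background flagged substrates.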
TRHR enhancer = TRH receptor (human) allosteric enhancement | P34981 | TRHR cells, fluo-8 calcium fluorescence, EC20 TRH enhancement | enhancement, % at 2 µM | hit rate 0.66% among 360,000; in the data active means enhancement above about 30%; further: 0% is about no effect
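Enhancer read-out: after compound pinning and an initial kinetic agonist-mode read, an EC20 of TRH (10 nM final) was injected and fluo-8 calcium signal (Ex 480/Em 530) followed at 1 s/cycle for 100 cycles in TRHR-expressing cells.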
USP1 inh = inhibitors of human USP1/UAF1 deubiquitinase | O94782 | recombinant USP1/UAF1, Ub-Rhodamine cleavage fluorescence | Potency, µM (top dose mostly 57.1 µM), without a hit: at the top dose activity change, negative = inhibition, most hits filed as inhibitors | hit rate 0.23% among 390,000; further: potency means the concentration at half of the fitted maximal effect; on the % scale 0 is the no-effect control and ±100 the full control effect; nearly all actives have a fitted effect of over 60% in size; inactives centre near -12
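USP1/UAF1 complex (1 nM) preincubated 15 min at room temperature with compound, then Ub-Rho substrate (150 nM final) added. Kinetic fluorescence at 480/540 nm over 6 reads at 60 s intervals; 50 mM HEPES pH 7.8, 0.5 mM EDTA, 0.1 mg/ml BSA, 1 mM TCEP, 0.01% Tween-20.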
D2 antagonist = antagonizes the human D2 dopamine receptor; AID 485344; inhibition, % at 10 µM; hit rate 2% among 340,000; HEK293 TREx D2 cells, calcium flux, dopamine EC80; P14416; in the data active means inhibition above about 30%; further: 0% is about no effect
Target sequence (P14416 whole entry, looked up): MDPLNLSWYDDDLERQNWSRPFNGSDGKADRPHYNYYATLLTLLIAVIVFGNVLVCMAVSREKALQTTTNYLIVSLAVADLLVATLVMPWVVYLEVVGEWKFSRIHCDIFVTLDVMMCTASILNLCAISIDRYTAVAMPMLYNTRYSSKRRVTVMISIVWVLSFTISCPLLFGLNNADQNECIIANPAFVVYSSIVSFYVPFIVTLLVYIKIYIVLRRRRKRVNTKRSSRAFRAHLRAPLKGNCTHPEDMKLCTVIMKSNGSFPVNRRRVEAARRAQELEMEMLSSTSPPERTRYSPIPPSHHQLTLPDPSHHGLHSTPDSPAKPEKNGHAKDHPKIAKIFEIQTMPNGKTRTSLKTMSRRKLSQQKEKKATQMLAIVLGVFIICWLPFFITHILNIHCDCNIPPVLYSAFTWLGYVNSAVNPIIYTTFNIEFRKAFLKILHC
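Read-out: kinetic calcium fluorescence (1 cycle/s) in inducible HEK293 T-REx D2 cells after an EC80 dopamine addition that followed 180 s compound preincubation. Loss of the dopamine response indicates antagonism.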
Pin1 inh = inhibitors of human Pin1. Potency, µM (series often up to 115 µM), without a hit: top-dose activity, negative = inhibition, most hits filed as inhibitors. hit rate 0.009% among 390,000. Pin1 FP peptide displacement, HiFluor488, 10 min; active means well fitted inhibition curve with a large enough effect in the polarisation, with a control signal flat, not every such curve was filed as active; inconclusive means small, poorly fitted or top-dose-only effect, or effect the other way, or a change in a side signal; inactive means no such curve, though single readings can be large or run the other way; the % refers to the polarisation; further: potency means the concentration at half of the fitted maximal effect; on the % scale 0 is the no-effect control and ±100 the full control effect
D2 ag = activates the human D2 dopamine receptor | HEK293 T-REx D2 cells, calcium flux agonist mode | hit rate 0.53% among 340,000 | activation, % at 2 µM | AID 485358;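 active means activation over 3 SD above normal in the single-dose calcium agonist read, cut at about 30% in these data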; further: 0% is about no effect
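HEK293 Trex D2 cells, tetracycline-induced, o/n 30 C 5% CO2; no-wash Ca dye, RT 30–90 min; 10-cycle baseline, 23 nl cpd added, kinetic Ca read 180 s; agonist hits = positive Ca response.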
rTrxR1 inhibitor = inhibitors of rat thioredoxin reductase 1. recombinant rTrxR1, NADPH fluorescence consumption, selenite substrate. Potency, µM (titrated, usually from 114 µM), without a hit: top-dose activity change, negative = inhibition, usual class: inhibitors. hit rate 1% among 390,000. AID 588453; further: potency means the concentration at half of the fitted maximal effect; on the % scale 0 is the no-effect control and ±100 the full control effect; nearly all actives have a fitted effect of over 65% in size
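Rat TrxR1 (90 nM in the dispensed reagent) was pre-reduced with 400 uM NADPH for 5 min at room temperature, then incubated with compound for 15 min. After 400 uM selenite was added, NADPH fluorescence (Ex 340/Em 450 nm) was followed for 8 min.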
TRHR ag = activates the human TRH receptor; TRHR cells, calcium flux fluo-8, FDSS agonist mode; AID 493084; hit rate 0.18% among 360,000; activation, % at 2 µM; in the data active means activation above about 30%; further: 0% is about no effect
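Fluo-8-loaded TRHR cells; 10 s baseline, compound added, kinetic Ca2+ fluorescence read 1/s, agonist mode.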
* marks the source's active call; other numbers are inactive results; u = inconclusive; x = no result given; [ ] = remark or other dose. Unless noted, the call rests on the fitted dose curve; in most records, active means well fitted inhibition curve with a large enough effect; inconclusive means small, poorly fitted or top-dose-only effect; inactive means no such curve, though single readings can be large or run the other way. This is a subset; count on the stated rates, not on these rows.

SMILES	IDH1 R132H inh	TrxR1 substrate	TRHR enhancer	USP1 inh	D2 antagonist	Pin1 inh	D2 ag	rTrxR1 inhibitor	TRHR ag
CC(C)(C)c1nnc(NC(=O)C2CC(=O)N(CCc3ccc(F)cc3)C2)s1 (centres undefined)	-2%	1%[57.1 µM]	-2	-13%	-10	-10%	0.1	14%[57.1 µM]	0.2
CCN(CC)CCSc1nc2c([nH]1)c(=S)n(C)c(=O)n2C	3%	-15%	x	0%	x	-3%	x	u	x
O=C(Nc1ccc(Nc2ccccc2)cc1)c1ccccc1F	0%	-3%	1	0%	11	u	0.4	19%	0.8
Cc1ccc(S(=O)(=O)N2CCOCC2)cc1C(=O)OCC(=O)NCCc1ccccc1	13%	-11%	x	-12%	x	-3%	x	-24%	x
c1ccc(-c2nnc3sc(-c4csc5c4CCCC5)nn23)cc1	u	0%	-3	u	-14	17%	0.2	-8%	-0.9
COc1ccc(N2CCN(C(CNC(=O)C(=O)NCCCn3ccnc3)c3ccco3)CC2)cc1 (centres undefined)	1%	4%	-3	-13%	x	-7%	x	27%	0.2
O=C(NC1C2CC3CC(C2)CC1C3)C1CC1 (centres undefined)	0%	2%	-11	-16%	20	-1%	0.3	-2%	0.5
O=C1CC(c2ccccc2)CC(O)=C1C=NCc1ccc(Cl)cc1 (centres undefined)	-1%	8%	-5	-7%	-10	0%	0.3	16%	-0.6
Cc1cc(C(=O)NN=C2CCCCCCC2)c2ccccc2n1	2%	-1%	-6	-3%	-1	-15%	-0.2	-4%	-0.2
COc1ccc(CNC(=S)Nc2cccc(F)c2)cc1	5%	6%[57.1 µM]	-1	-18%	2	1%	-1.6	-3%[57.1 µM]	0.7
COc1ccc(CCNC(=O)COC(=O)c2ccc(C)s2)cc1OC	0%	1%	-2	-18%	5	-6%	-0.2	7%	-0.1
Cc1cc(-c2ccccc2)nc2cc(C(=O)Nc3cc(C(F)(F)F)ccc3Cl)nn12	-3%	14%	1	-3%	x	10%	0.8	0%	-0.2
Cc1onc(-c2ccccc2)c1C(=O)NNC(=O)c1ccccc1	2%	2%	-1	-11%	2	4%	-0.5	16%	-0.3
Cc1ccc(-n2nnc3c(=O)n(CC(=O)N4CCC(C)CC4)cnc32)cc1	-4%	1%[57.1 µM]	0	-4%	-23	4%	0.7	-1%[57.1 µM]	-0.6
Nc1c(C(=O)NCC2CCCO2)c2nc3ccccc3nc2n1/N=C/c1ccncc1 (centres undefined)	-4%	8%	x	-30%	x	-6%	x	27%	x
CC(C)N(C(=O)CSc1nnc(C2CC2)n1C1CC1)c1ccccc1	-7%	-1%[57.1 µM]	8	-12%	x	-9%	x	2%[57.1 µM]	-0.2
O=C(NCCOc1ccccc1)C1CCCCC1	2%	3%	0	-12%	-17	-9%	-1.0	8%	0.5
Cc1ccc(NS(=O)(=O)c2ccc(NC(=O)C3CC3)cc2)cc1C	5%	-3%	0	-24%	1	-5%	1.1	9%	0.0
COc1cc(C)c(NC(=O)COc2ccc3c(c2)OCO3)cc1C	2%	-9%	-6	-10%	6	1%	-0.6	-6%	-0.8
CCC(=O)c1ccc(OCC(O)CNCCc2ccc(Cl)cc2)cc1 (centres undefined)	4%	2%	15	-20%	-20	0%	4.2	18%	5.5

Taken from above.
USP1 inh, `Nc1c(C(=O)NCC2CCCO2)c2nc3ccccc3nc2n1/N=C/c1ccncc1` (centres undefined) is entered as -30%
TRHR ag, `Cc1ccc(NS(=O)(=O)c2ccc(NC(=O)C3CC3)cc2)cc1C` is entered as 0.0

(more compounds)
SMILES	IDH1 R132H inh	TrxR1 substrate	TRHR enhancer	USP1 inh	D2 antagonist	Pin1 inh	D2 ag	rTrxR1 inhibitor	TRHR ag
Cc1ccc(-c2noc(C3CCCN(S(=O)(=O)c4ccc(S(=O)(=O)N(C)C)cc4)C3)n2)o1 (centres undefined)	5%	12%	2	3%	2	12%	1.3	24%	2.5
CCCCn1cnc2c(oc3nc4c(cc32)CCCC4)c1=O	-1%	-3%	-13	10%	0	-2%	0.7	-4%	0.8
COC(=O)CN1C(=O)[C@H]2[C@@H](/C=C/c3ccccc3)N3C(=O)CN(CCO)C(=O)[C@@]3(Cc3ccccc3)[C@H]2C1=O	-5%	-4%	0	-17%	8	-13%	-1.7	6%	0.2
CCOC(=O)c1oc2ccccc2c1NC(=O)COC	2%	10%	6	-2%	-7	-9%	0.3	15%	0.0
CCN(CC)c1ccc(C=O)c(OC)c1	15%	0%[57.1 µM]	-3	-25%	-17	-1%	-3.5	13%[57.1 µM]	-3.5
CC1CCCCC1NC(=O)COC(=O)c1cc(=O)[nH]c2ccccc12 (centres undefined)	5%	9%	x	-15%	x	1%	x	19%	x
CCOC(=O)Cn1c(=NC(=O)c2sc3ccccc3c2Cl)sc2cc(S(N)(=O)=O)ccc21	4%	14%	-1	-10%	-7	87%[activator]	1.2	-3%	1.5
CCC(Sc1nc2n[nH]c(C)c2c(=N)n1-c1ccccc1Cl)C(=O)N(CC)CC (centres undefined)	-16%	2%[57.1 µM]	-3	-2%	x	-1%	26	-5%[57.1 µM]	-0.4
COc1cc(C2C(C#N)=C(N)N(c3cccnc3)C3=C2C(=O)CCC3)ccc1O (centres undefined)	2%	-7%	3	-9%	11	u	0.8	-23%	0.8
Cc1ccc(NC(=O)CSc2n[nH]c(C)c2[N+](=O)[O-])cc1C	-4%	-3%	-15	-5%	22	20%	2.8	-3%	1.1
COc1cccc(N2CCN(C(=O)c3[nH]c(C)c(C(C)=O)c3C)CC2)c1	2%	-14%	1	-8%	-26	-10%	-0.1	-11%	0.0
Cc1cc(OCC(=O)Nc2nnc(C3CC3)s2)ccc1[N+](=O)[O-]	4%	-8%[57.1 µM]	2	-19%	-3	-1%	0.3	27%[57.1 µM]	-2.9
Cc1cc(C)c2cc(C(c3nnnn3C3CCCC3)N3CCOCC3)c(=O)[nH]c2c1 (centres undefined)	0%	15%	15	-24%	11	2%	-1.1	2%	-0.2
O=C(O)c1ccc(-n2cccc2/C=C2/NC(=O)N(c3ccccc3)C2=O)cc1	7%	-6%	-3	5%	-9	-5%	-0.2	-12%	-0.2
CCN(CC(=O)Nc1ccc2c(c1)OCCO2)C(=O)COc1ccc(C)cc1	2%	-5%	0	-2%	3	-5%	-1.1	-13%	-1.3
COc1ccc(OC)c(/C=N/NC(=O)c2ccc(Cn3cc([N+](=O)[O-])cn3)o2)c1	2%	24%	6	-20%	1	-3%	0.5	6%	-0.1
CCc1ccc(CN(Cc2ccco2)c2cnc(S(C)(=O)=O)nc2C(=O)Nc2c(C)cccc2C)cc1	0%	0%	-8	-14%	x	6%	3.1	21%	1.4
COc1ccccc1-n1c(-c2cn(C)nc2C)n[nH]c1=S	3%	-9%	-6	-19%	2	0%	0.1	u	0.6
COC(=O)c1cc2c(n(-c3ccccc3)c1=O)CCCC2=O	-1%	14%	x	-22%	x	0%	x	2%	x
COc1ccc(C2Nc3ccc(Br)cc3C(c3ccccc3)N2CC(=O)O)cc1 (centres undefined)	-4%	6%[57.1 µM]	1	-2%	61*	-5%	0.0	8%[57.1 µM]	1.6

SMILES	IDH1 R132H inh	TrxR1 substrate	TRHR enhancer	USP1 inh	D2 antagonist	Pin1 inh	D2 ag	rTrxR1 inhibitor	TRHR ag
COc1ccc(C)cc1S(=O)(=O)Nc1cccc(-c2ccc(N3CCCCCC3)nn2)c1	-6%	6%[57.1 µM]	-1	-11%	-20	15%	0.3	24%[57.1 µM]	0.2
Cc1cc(O)c(C(c2ccccc2)N2CCN(c3ccccc3F)CC2)c(=O)n1Cc1ccco1 (centres undefined)	-17%	15%[57.1 µM]	24	u	x	8%	18	u	0.5
COc1cc(C(=O)c2ccccc2Cl)c([N+](=O)[O-])cc1OC	9%	-2%	0	-21%	-11	-2%	0.9	13%	-1.2
CCn1c(=S)sc2c(=O)n(CC(=O)Nc3ccccc3)c(C)nc21	-5%	-10%	-11	-17%	6	-7%	-0.3	-3%	0.3
COc1cccc(OC)c1C(=O)O/N=C(\N)c1ccncc1	-4%	8%[57.1 µM]	-4	1%	7	6%	-0.6	1%[57.1 µM]	0.0
O=C1CCCN1Cc1ncnn1-c1ccccc1	6%	0%	2	-1%	-3	-3%	0.3	-4%	0.9
O=C(N/N=C/c1ccc[nH]1)c1c[nH]c2ccccc12	1%	-6%	7	-16%	-10	34%[activator]	-0.8	u	0.0
CC(OC(=O)c1cc2sccc2n1C)C(=O)NCc1ccc2c(c1)OCO2 (centres undefined)	0%	-3%	-3	2%	8	-4%	0.8	23%	-1.2

Sorted by value in TrxR1 substrate (ascending): three of the compounds above
canonical_smiles | IDH1 R132H inh | TrxR1 substrate | TRHR enhancer | USP1 inh | D2 antagonist | Pin1 inh | rTrxR1 inhibitor | TRHR ag
CCn1c(=S)sc2c(=O)n(CC(=O)Nc3ccccc3)c(C)nc21 | -5% | -10% | -11 | -17% | 6 | -7% | -3% | 0.3
O=C(N/N=C/c1ccc[nH]1)c1c[nH]c2ccccc12 | 1% | -6% | 7 | -16% | -10 | 34%[activator] | u | 0.0
COc1cc(C(=O)c2ccccc2Cl)c([N+](=O)[O-])cc1OC | 9% | -2% | 0 | -21% | -11 | -2% | 13% | -1.2

Screening results: PubChem, National Center for Advancing Translational Sciences (NCATS)
